SRC1 inh: inhibits human SRC1 coactivator; Q15788; hit rate 0.12% among 360,000; HEK293 GAL4-SRC1 luciferase reporter, luminescence; inhibition, % at 3.6 µM;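 active means inhibition above the campaign mean plus 3 SD, with each screening campaign given its own cutoff, cut at about 60% in these data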;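 further: 0% = DMSO treated cells and 100% = gossypol at 36 µM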
Shn3 3UTR inh: reduces Shn3 3'UTR luciferase signal in osteoblasts. Clone20 osteoblast Shn3 3'UTR firefly luciferase, 24 h. inhibition, % at 12.5 µM. hit rate 0.52% among 360,000. AID 588674;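 active means mean inhibition of at least 75% with every replicate also reaching 75%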;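 further: 0% = median of neutral control wells and 100% = pilot-screen positive control compound; some compounds past the cut are filed as inactive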
CF NFkB block: inhibitors of cystic fibrosis induced NF-kB; KKLEB NF-kB-GFP reporter, PAF-induced, GFP fluorescence overnight; hit rate 0.86% among 360,000; inhibition, % at 5 µM;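 active means at least 50% inhibition at 5 µM, scaled per plate between neutral and stimulator controls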;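 further: PAF is a Pseudomonas aeruginosa culture filtrate used as stimulus; plate controls were PAF-stimulated DMSO wells for no effect and unstimulated DMSO wells for full effect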
LMP1 NFkB inh: Epstein-Barr LMP1 NF-kappaB reporter inhibition; LMP1-induced NF-kappaB luciferase reporter cells, luminescence; hit rate 0.69% among 350,000; inhibition, % at 12.5 µM; AID 504558; in the data active means inhibition above about 41%;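 further: 0% = neutral control wells and 100% = reference inhibitor control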
NCOA3 inh: human NCOA3 inhibition; AID 588352; hit rate 0.17% among 360,000; HEK293 GAL4-SRC3 luciferase reporter, luminescence; inhibition, % at 3.6 µM; Q9Y6Q9;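 active means inhibition above a per-campaign cutoff, the mean of all compounds plus 3 SD, cut at about 60% in these data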;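 further: 0% = DMSO-treated cells and 100% = gossypol-treated cells at 36 µM; higher means less SRC3-driven luciferase light from the GAL4 reporter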
KKLEB tox: CF airway cell cytotoxicity counter-screen; activity change (cytotoxicity), % at 5 µM; KKLEB CF airway cells viability, ATPlite luminescence, overnight; hits give low values; cells stimulated with P. aeruginosa culture filtrate; hit rate 0.36% among 360,000; AID 602141;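 active means corrected activity change at or below -50% at 5 µM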
NR2F2 inh: inhibitors of human COUP-TFII (NR2F2); P24468; HEK293T NGFI-A luciferase reporter, luminescence; inhibition, % at 8.6 µM; hit rate 0.7% among 370,000; AID 686940;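 active means inhibition above a per-plate cutoff, mean inhibition of test wells between control levels plus 3 SD, cut at about 38% in these data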;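 further: cells cotransfected with COUP-TFII expression vector driving the NGFI-A reporter; 0% = median of COUP-TF2 test wells and 100% = reporter-only cells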
Target sequence (P24468 whole entry, looked up): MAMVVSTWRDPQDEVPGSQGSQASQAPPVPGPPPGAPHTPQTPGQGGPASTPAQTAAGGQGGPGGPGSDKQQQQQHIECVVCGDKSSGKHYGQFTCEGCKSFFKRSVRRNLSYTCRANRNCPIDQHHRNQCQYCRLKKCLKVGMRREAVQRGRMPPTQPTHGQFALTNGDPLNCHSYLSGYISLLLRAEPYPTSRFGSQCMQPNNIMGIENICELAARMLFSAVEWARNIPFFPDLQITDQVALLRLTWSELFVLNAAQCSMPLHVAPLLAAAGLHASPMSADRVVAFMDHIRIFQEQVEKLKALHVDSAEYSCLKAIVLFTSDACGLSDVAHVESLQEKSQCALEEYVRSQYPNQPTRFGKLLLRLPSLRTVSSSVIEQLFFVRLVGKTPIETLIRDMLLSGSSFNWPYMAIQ
TWEAK-Fn14 inh: blocks TWEAK-Fn14 interaction in a reporter cell assay | TWEAK-stimulated Fn14 reporter cells, luciferase luminescence, 8 h | inhibition, % at 10 µM | hit rate 2% among 360,000 | AID 1159606; in the data active means inhibition above about 50%
NR5A2 inv ag: suppresses constitutive activity of human LRH-1. O00482. HEK293T StAR-luciferase reporter, LRH-1 transfected, 24 h. inhibition, % at 3.6 µM. hit rate 0.13% among 360,000. AID 602396;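 active means inhibition above the mean inhibition of all tested compounds plus 3 SD, cut at about 73% in these data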;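 further: 0% = DMSO wells and 100% = reporter-only cells lacking LRH-1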
Target sequence (O00482 whole entry, looked up): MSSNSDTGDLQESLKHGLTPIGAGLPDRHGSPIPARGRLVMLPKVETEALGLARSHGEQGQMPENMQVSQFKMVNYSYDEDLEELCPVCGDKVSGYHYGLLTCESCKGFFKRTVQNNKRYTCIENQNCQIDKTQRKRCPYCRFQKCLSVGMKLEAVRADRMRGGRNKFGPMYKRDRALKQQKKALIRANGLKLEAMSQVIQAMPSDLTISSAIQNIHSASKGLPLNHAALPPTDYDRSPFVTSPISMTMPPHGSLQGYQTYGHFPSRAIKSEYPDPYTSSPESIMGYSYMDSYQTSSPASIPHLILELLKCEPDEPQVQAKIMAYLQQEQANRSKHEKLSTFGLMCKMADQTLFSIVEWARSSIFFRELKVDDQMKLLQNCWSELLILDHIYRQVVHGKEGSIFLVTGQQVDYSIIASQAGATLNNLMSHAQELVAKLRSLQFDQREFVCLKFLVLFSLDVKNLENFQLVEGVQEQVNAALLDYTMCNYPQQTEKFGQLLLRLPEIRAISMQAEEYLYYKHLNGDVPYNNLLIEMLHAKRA
C8 TRAIL sens: caspase-8 TRAIL sensitization | NB7+C8 cells + TRAIL, ATPlite viability luminescence | inhibition (viability loss, TRAIL sensitization), % at 10 µM | hit rate 1% among 360,000;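 active means compounds causing at least 50% loss of cell viability in the single-dose screen, relative to plate controls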
TROY NFkB inh: blocks TROY-dependent signaling in reporter cells; inhibition, % at 10 µM; hit rate 0.98% among 360,000; Q293 LMP1-TROYcd NF-kB luciferase reporter, 4 h;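 active means compounds whose plate-normalised and pattern-corrected inhibition of the luciferase reporter signal at the single screening dose is 50% or more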
Starred values were filed as active, the others as inactive.

Start of the listing, in advance (two entries):
CC(OC(=O)C1CCN(S(=O)(=O)c2ccc3c(c2)OCCO3)CC1)C(=O)NC1(C#N)CCCCC1 (stereo not drawn) was read as SRC1 inh -14, Shn3 3UTR inh 20, CF NFkB block -3, LMP1 NFkB inh 2, NCOA3 inh 5, KKLEB tox 6, NR2F2 inh 6, TWEAK-Fn14 inh 5, NR5A2 inv ag 7, C8 TRAIL sens 1 and TROY NFkB inh -1.
Cc1ccc(NC(=S)N(Cc2cccc(Br)c2)CC2CCC(C(=O)O)CC2)cc1Cl (stereo not drawn) was read as SRC1 inh 3, Shn3 3UTR inh 6, CF NFkB block 11, LMP1 NFkB inh 9, NCOA3 inh 12, KKLEB tox 3, NR2F2 inh -6, TWEAK-Fn14 inh -9, NR5A2 inv ag -5, C8 TRAIL sens 0 and TROY NFkB inh -6.

The list itself, from the start:
CC(OC(=O)C1CCN(S(=O)(=O)c2ccc3c(c2)OCCO3)CC1)C(=O)NC1(C#N)CCCCC1 (stereo not drawn) was read as SRC1 inh -14, Shn3 3UTR inh 20, CF NFkB block -3, LMP1 NFkB inh 2, NCOA3 inh 5, KKLEB tox 6, NR2F2 inh 6, TWEAK-Fn14 inh 5, NR5A2 inv ag 7, C8 TRAIL sens 1 and TROY NFkB inh -1.
Cc1ccc(NC(=S)N(Cc2cccc(Br)c2)CC2CCC(C(=O)O)CC2)cc1Cl (stereo not drawn) was read as SRC1 inh 3, Shn3 3UTR inh 6, CF NFkB block 11, LMP1 NFkB inh 9, NCOA3 inh 12, KKLEB tox 3, NR2F2 inh -6, TWEAK-Fn14 inh -9, NR5A2 inv ag -5, C8 TRAIL sens 0 and TROY NFkB inh -6.
CC(C)NC(=O)C1(C)CCN1C(=O)c1ccccc1 (stereo not drawn) was read as SRC1 inh 8, Shn3 3UTR inh -7, CF NFkB block 9, NCOA3 inh -6, KKLEB tox 1, NR2F2 inh -6, TWEAK-Fn14 inh 6, NR5A2 inv ag 9, C8 TRAIL sens -1 and TROY NFkB inh -7.
Screening COc1ccc(CCNS(=O)(=O)c2cccc3nsnc23)cc1OC returned SRC1 inh 6, Shn3 3UTR inh -39, CF NFkB block 22, LMP1 NFkB inh -6, NCOA3 inh 13, KKLEB tox -31, NR2F2 inh 12, TWEAK-Fn14 inh -1, NR5A2 inv ag 3, C8 TRAIL sens -22 and TROY NFkB inh 12.
For O=C(O)c1ccccc1-c1ccccc1C(=O)NCc1ccco1 the results were SRC1 inh -2, Shn3 3UTR inh 15, CF NFkB block 6, LMP1 NFkB inh 28, NCOA3 inh 13, KKLEB tox -5, NR2F2 inh 6, TWEAK-Fn14 inh 1, NR5A2 inv ag 0, C8 TRAIL sens 0 and TROY NFkB inh 5.
Cn1c(C(=O)N2CCCC(C(=O)NCc3cccs3)C2)cc2sccc21 (stereo not drawn) was read as SRC1 inh -10, Shn3 3UTR inh 11, CF NFkB block -1, LMP1 NFkB inh 2, NCOA3 inh 3, KKLEB tox 8, NR2F2 inh -5, TWEAK-Fn14 inh 5, NR5A2 inv ag 14, C8 TRAIL sens -30 and TROY NFkB inh 11.
Screening CC1CCC(C(C)C)C(OC(=O)COC(=O)c2cc(O)ccc2N)C1 (stereo not drawn) returned SRC1 inh -11, Shn3 3UTR inh -10, CF NFkB block 16, LMP1 NFkB inh 1, NCOA3 inh -9, KKLEB tox 3, NR2F2 inh 36, TWEAK-Fn14 inh 21, NR5A2 inv ag -19, C8 TRAIL sens 23 and TROY NFkB inh 1.
Cn1c(NC(=O)c2ccccc2)cc(=O)n(C)c1=O was read as SRC1 inh 11, Shn3 3UTR inh -19, CF NFkB block 13, LMP1 NFkB inh -3, NCOA3 inh -3, KKLEB tox -8, NR2F2 inh -5, TWEAK-Fn14 inh -2, NR5A2 inv ag 19, C8 TRAIL sens -5 and TROY NFkB inh -11.
For CC(NC(=O)COc1ccccc1)C(=O)NC1=NCCS1 (stereo not drawn) the results were SRC1 inh 2, Shn3 3UTR inh -4, CF NFkB block 1, LMP1 NFkB inh 6, NCOA3 inh 10, KKLEB tox -3, NR2F2 inh -2, TWEAK-Fn14 inh 9, NR5A2 inv ag -16, C8 TRAIL sens -9 and TROY NFkB inh 25.
CCOC(=O)CCc1c(C)nc2ncnn2c1C was read as SRC1 inh 8, Shn3 3UTR inh 2, CF NFkB block -5, LMP1 NFkB inh 2, NCOA3 inh 6, KKLEB tox 9, NR2F2 inh -15, TWEAK-Fn14 inh -3, NR5A2 inv ag -7, C8 TRAIL sens -6 and TROY NFkB inh 9.
COc1ccc(Cl)cc1N/C(N)=N/c1nc(CSc2ccc(C)cc2)cc(=O)[nH]1 was read as SRC1 inh 4, Shn3 3UTR inh 80*, CF NFkB block 8, LMP1 NFkB inh 9, NCOA3 inh 5, KKLEB tox -14, NR2F2 inh 19, TWEAK-Fn14 inh 2, NR5A2 inv ag 3, C8 TRAIL sens 12 and TROY NFkB inh 2.
`N=C1C=CC=C2C1=NC1(CCCCC1)N2O` gave SRC1 inh -9, Shn3 3UTR inh 10, CF NFkB block 14, LMP1 NFkB inh 3, NCOA3 inh 5, KKLEB tox -12, NR2F2 inh 13, TWEAK-Fn14 inh 8, NR5A2 inv ag 15, C8 TRAIL sens 16 and TROY NFkB inh 2.
For S=C(NCCc1ccc(Cl)cc1)NC1CC1 the results were SRC1 inh -16, Shn3 3UTR inh -9, CF NFkB block 3, LMP1 NFkB inh -3, NCOA3 inh 5, KKLEB tox -1, NR2F2 inh 16, TWEAK-Fn14 inh -4, NR5A2 inv ag -18, C8 TRAIL sens 7 and TROY NFkB inh -54.
For CCCc1nnc(NC(=O)CSc2nc3ccccc3[nH]2)s1 the results were SRC1 inh 1, Shn3 3UTR inh -7, CF NFkB block 10, LMP1 NFkB inh 10, NCOA3 inh -14, KKLEB tox -6, NR2F2 inh -1, TWEAK-Fn14 inh -10, NR5A2 inv ag 8, C8 TRAIL sens -5 and TROY NFkB inh 2.
O=C(NCCCO)/C(=C/c1ccc(-c2cccc([N+](=O)[O-])c2)o1)NC(=O)c1ccccc1 was read as SRC1 inh -4, Shn3 3UTR inh 12, CF NFkB block -6, LMP1 NFkB inh -1, NCOA3 inh 10, KKLEB tox -2, NR2F2 inh 5, TWEAK-Fn14 inh -13, NR5A2 inv ag 17, C8 TRAIL sens 4 and TROY NFkB inh -5.
`CCOc1ccc(OCCC(=O)N(CC)CC(=O)Nc2ccccc2C(F)(F)F)cc1` gave SRC1 inh -10, Shn3 3UTR inh -4, CF NFkB block -32, LMP1 NFkB inh -1, NCOA3 inh 6, KKLEB tox 6, NR2F2 inh 1, TWEAK-Fn14 inh 7, NR5A2 inv ag -5, C8 TRAIL sens 6 and TROY NFkB inh -8.
For CCOc1cc(C2C3=C(CCCC3=O)NC3=C2C(=O)CCC3)cc(Cl)c1O the results were SRC1 inh -9, Shn3 3UTR inh -19, CF NFkB block -12, LMP1 NFkB inh -7, NCOA3 inh -4, KKLEB tox -6, NR2F2 inh 4, TWEAK-Fn14 inh -2, NR5A2 inv ag 3, C8 TRAIL sens -3 and TROY NFkB inh -2.
Screening C=C(C)c1cccc(C(C)(C)NC(=O)N2CCN(c3ccc(OC)cc3)CC2)c1 returned SRC1 inh -25, Shn3 3UTR inh 10, CF NFkB block -4, LMP1 NFkB inh 4, NCOA3 inh 8, KKLEB tox 3, NR2F2 inh 8, TWEAK-Fn14 inh -3, NR5A2 inv ag -6, C8 TRAIL sens 6 and TROY NFkB inh 6.
`COc1ccc(CC(=O)Nc2nnc(-c3cccc([N+](=O)[O-])c3)s2)cc1` gave SRC1 inh 6, Shn3 3UTR inh -11, CF NFkB block 26, LMP1 NFkB inh 4, NCOA3 inh 0, KKLEB tox -20, NR2F2 inh -7, TWEAK-Fn14 inh -15, NR5A2 inv ag 15, C8 TRAIL sens -13 and TROY NFkB inh -16.
For O=C(N/N=C/c1ccncc1)c1cnccn1 the results were SRC1 inh -13, Shn3 3UTR inh -10, CF NFkB block -3, LMP1 NFkB inh 1, NCOA3 inh 17, KKLEB tox 1, NR2F2 inh -22, TWEAK-Fn14 inh 13, NR5A2 inv ag -13, C8 TRAIL sens 1 and TROY NFkB inh -2.
Fc1ccc(-n2c(=S)[nH]c3cccnc32)cc1 was read as SRC1 inh -1, Shn3 3UTR inh 6, CF NFkB block 9, LMP1 NFkB inh 7, NCOA3 inh -6, KKLEB tox -20, NR2F2 inh -1, TWEAK-Fn14 inh 25, NR5A2 inv ag -24, C8 TRAIL sens -11 and TROY NFkB inh -5.
CN(C)S(=O)(=O)c1cccc(NC(=O)c2ccccc2SCC(=O)N2CCCC2)c1 was read as SRC1 inh 12, Shn3 3UTR inh -2, CF NFkB block 1, LMP1 NFkB inh -1, NCOA3 inh -6, KKLEB tox 10, NR2F2 inh 3, TWEAK-Fn14 inh 3, NR5A2 inv ag 3, C8 TRAIL sens -14 and TROY NFkB inh 0.
For COc1ccc(NC(=O)CN2CCN(c3ccccn3)CC2)cc1Cl the results were SRC1 inh -26, Shn3 3UTR inh 7, CF NFkB block 0, LMP1 NFkB inh 0, NCOA3 inh 0, KKLEB tox 2, NR2F2 inh -13, TWEAK-Fn14 inh -3, NR5A2 inv ag 3, C8 TRAIL sens -16 and TROY NFkB inh -5.
COc1cc(OC)nc(NC(=O)CSc2nnc(-c3ccccc3)n2C2CCCCC2)n1 was read as SRC1 inh 6, Shn3 3UTR inh -6, CF NFkB block -9, LMP1 NFkB inh -1, NCOA3 inh 2, KKLEB tox 4, NR2F2 inh -2, TWEAK-Fn14 inh -8, NR5A2 inv ag -4, C8 TRAIL sens -8 and TROY NFkB inh -4.
`CCN1CCN(CCCNC(=O)c2cc3c(s2)-c2ccccc2OC3)CC1` gave SRC1 inh -13, Shn3 3UTR inh -7, CF NFkB block 2, LMP1 NFkB inh 2, NCOA3 inh -10, KKLEB tox -7, NR2F2 inh -1, TWEAK-Fn14 inh -7, NR5A2 inv ag -12, C8 TRAIL sens -4 and TROY NFkB inh -22.
`COC(=O)c1sc2nc(CSc3nc4ccc(C)cc4[nH]3)[nH]c(=O)c2c1C` gave SRC1 inh -2, Shn3 3UTR inh -5, CF NFkB block 0, LMP1 NFkB inh 6, NCOA3 inh -8, KKLEB tox -2, NR2F2 inh 3, TWEAK-Fn14 inh -14, NR5A2 inv ag 3, C8 TRAIL sens -3 and TROY NFkB inh -22.
`CCN(CC)C(=O)CC(c1ccc(OC)cc1)c1c(OC)cc(OC)c2ccc(=O)oc12` (stereo not drawn) gave SRC1 inh -19, Shn3 3UTR inh -4, CF NFkB block 3, LMP1 NFkB inh 5, NCOA3 inh -8, KKLEB tox -3, NR2F2 inh 6, TWEAK-Fn14 inh 0, NR5A2 inv ag -2, C8 TRAIL sens 0 and TROY NFkB inh -9.
`O=C1/C(=C/C=C/c2ccco2)SC(=S)N1c1ccc(O)cc1` gave SRC1 inh -12, Shn3 3UTR inh 11, CF NFkB block -10, LMP1 NFkB inh -10, NCOA3 inh 3, KKLEB tox 6, NR2F2 inh 6, TWEAK-Fn14 inh 37, NR5A2 inv ag -16, C8 TRAIL sens 14 and TROY NFkB inh 10.
`COc1ccc(-n2c(C)nn(C)c2=O)cc1` gave SRC1 inh -13, Shn3 3UTR inh 1, CF NFkB block -16, LMP1 NFkB inh 4, NCOA3 inh 7, KKLEB tox 0, NR2F2 inh 4, TWEAK-Fn14 inh -1, NR5A2 inv ag 14, C8 TRAIL sens -9 and TROY NFkB inh 0.

Not all compounds are listed; the hit share may differ from the screen's.
